rTrxR1 inhibitor – rat TrxR1 inhibition | AID 588453 | Potency, µM (doses to about 114 µM), inactives show at the highest dose activity change, negative = inhibition, actives largely listed as inhibitors | O89049 | recombinant rTrxR1, NADPH fluorescence consumption, selenite substrate | 390,000 tested, 1% active; note: % is set by controls: 0 for no effect and ±100 for the full control effect; nearly all actives have a fitted effect of over 65% in size
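Rat TrxR1 (90 nM in the dispensed reagent) was pre-reduced with 400 uM NADPH for 5 min at room temperature, then incubated with compound for 15 min. After 400 uM selenite was added, NADPH fluorescence (Ex 340/Em 450 nm) was followed for 8 min.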
Vif-APOBEC3F blk – Vif-A3F binding inhibition; Potency, µM (top dose mostly 46.1 µM), for inactives: at the highest dose activity, negative = active; HeLa A3F-eYFP + Vif (tagged APOBEC3F with the HIV-1 protein that degrades it), YFP fluorescence increase; AID 602313; 390,000 tested, 0.2% active; note: % of control where 0% means no effect; nearly all actives have a fitted effect of over 65% in size
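Fluorescence increase (Ex 488/Em 500-530) after overnight compound treatment at 37 deg C flags inhibition of Vif-driven A3F-eYFP loss in stable HeLa A3F-eYFP/Vif cells seeded overnight beforehand.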
USP1 inh – blocks the human USP1/UAF1 deubiquitinase complex; 390,000 tested, 0.23% active; O94782; Potency, µM (titrated, usually from 57.1 µM), inactives show at the highest dose activity change, negative = inhibition, actives largely listed as inhibitors; recombinant USP1/UAF1, Ub-Rhodamine cleavage fluorescence; note: % is set by controls: 0 for no effect and ±100 for the full control effect; nearly all actives have a fitted effect of over 60% in size; inactives centre near -12
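USP1/UAF1 complex (1 nM) preincubated 15 min at room temperature with compound, then Ub-Rho substrate (150 nM final) added. Kinetic fluorescence at 480/540 nm over 6 reads at 60 s intervals; 50 mM HEPES pH 7.8, 0.5 mM EDTA, 0.1 mg/ml BSA, 1 mM TCEP, 0.01% Tween-20.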
Vif-APOBEC3G blk – blocks the Vif interaction with human APOBEC3G | HeLa A3G-eYFP + Vif (tagged APOBEC3G with the HIV-1 protein that degrades it), YFP fluorescence, overnight | Potency, µM (series often up to 46.1 µM), for inactives: top-dose activity, negative = active, most hits filed as inhibitors | 410,000 tested, 0.076% active | AID 602310;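 note: % is set by controls: 0 for no effect and ±100 for the full control effect; nearly all actives have a fitted effect of over 60% in size; hits raise eYFP signal because A3G escapes Vif-driven loss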
Target sequence (Q9HC16 whole entry, looked up): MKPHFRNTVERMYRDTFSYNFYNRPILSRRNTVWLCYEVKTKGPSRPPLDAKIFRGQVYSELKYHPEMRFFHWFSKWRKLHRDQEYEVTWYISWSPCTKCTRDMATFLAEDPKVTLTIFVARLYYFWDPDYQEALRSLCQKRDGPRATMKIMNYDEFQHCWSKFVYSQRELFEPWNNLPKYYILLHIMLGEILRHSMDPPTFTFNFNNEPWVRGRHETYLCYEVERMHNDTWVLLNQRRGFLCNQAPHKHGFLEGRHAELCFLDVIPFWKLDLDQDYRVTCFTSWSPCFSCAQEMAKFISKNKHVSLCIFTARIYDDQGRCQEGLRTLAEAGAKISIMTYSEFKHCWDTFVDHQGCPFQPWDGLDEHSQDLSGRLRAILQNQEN
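Read-out is eYFP fluorescence (Ex 488/Em 500-530) from Vif-expressing HeLa A3G-eYFP cells; more signal means A3G escaped Vif-mediated degradation. Cells plated overnight, compound pinned in, incubated overnight at 37 deg C.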
RXFP1 ag – activates the human relaxin receptor RXFP1; Q9HBX9; HEK293T-RXFP1 cAMP TR-FRET, 30 min; response scale: percent of porcine relaxin response, buffer zero; Potency, µM (series often up to 57.5 µM), for inactives: at the top dose activation, most hits filed as activators; 370,000 tested, 0.3% active; AID 2676; note: % is set by controls: 0 for no effect and ±100 for the full control effect; nearly all actives have a fitted effect of over 60% in size; many of its hits are not listed in these tables
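cAMP rise read by TR-FRET after 30 min, 37C compound exposure (up to 58 uM) in RXFP1-transfected HEK293 cells with Ro 20174 present. EC50 from Hill-equation fits, with 29 nM porcine relaxin as 100% and buffer as basal.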
ALOX12 inh – blocks human arachidonate 12S-lipoxygenase; Potency, µM (top dose mostly 108 µM), inactives show at the highest dose activity change, negative = inhibition, usual class: inhibitors; P18054; purified 12hLO, xylenol orange hydroperoxide absorbance; AID 1671190; 580,000 tested, 1.1% active; note: % is set by controls: 0 for no effect and ±100 for the full control effect
Target sequence (P18054 whole entry, looked up): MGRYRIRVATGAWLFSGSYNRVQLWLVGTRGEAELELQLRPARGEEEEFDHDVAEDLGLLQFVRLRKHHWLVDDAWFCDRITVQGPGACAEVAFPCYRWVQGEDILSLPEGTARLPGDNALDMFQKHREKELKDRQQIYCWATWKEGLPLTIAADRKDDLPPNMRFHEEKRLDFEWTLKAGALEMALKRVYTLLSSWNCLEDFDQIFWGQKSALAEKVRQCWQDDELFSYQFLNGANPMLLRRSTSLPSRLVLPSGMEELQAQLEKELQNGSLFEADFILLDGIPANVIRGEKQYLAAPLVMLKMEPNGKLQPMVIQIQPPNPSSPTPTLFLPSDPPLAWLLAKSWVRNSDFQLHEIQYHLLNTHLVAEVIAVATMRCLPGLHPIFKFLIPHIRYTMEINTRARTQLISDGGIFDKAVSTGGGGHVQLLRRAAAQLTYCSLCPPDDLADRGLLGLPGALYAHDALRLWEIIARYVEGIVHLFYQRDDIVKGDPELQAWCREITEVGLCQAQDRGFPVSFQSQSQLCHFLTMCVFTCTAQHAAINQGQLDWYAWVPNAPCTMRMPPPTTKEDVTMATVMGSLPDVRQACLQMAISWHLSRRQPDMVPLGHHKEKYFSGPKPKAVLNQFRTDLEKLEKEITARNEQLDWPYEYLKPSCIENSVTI
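Purified human 12hLO (150 nM final) in 25 mM Hepes, 0.01% Triton X-100, pH 7.0 was preincubated 15 min at room temperature with compound. Then 40 uM arachidonic acid was added, 30 min. Hydroperoxide was read by Fe-XO absorbance ratio 573/405 nm.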
RGS4 inh – human RGS4 inhibition; P49798; Transcreener GDP fluorescence polarization, RGS4-accelerated GTP hydrolysis; Potency, µM (highest dose often 114 µM), for the others: top-dose activity change, negative = inhibition, most hits filed as inhibitors; 390,000 tested, 0.039% active; AID 504845; note: % is set by controls: 0 for no effect and ±100 for the full control effect; nearly all actives have a fitted effect of over 75% in size; some results filed as inactive show a strong effect at the top dose
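MLSMR compounds (23 nl, pin-transferred) preincubated 10 min at room temperature with a 500nM (2x) first reagent, then RGS4 at 900nM (2x) plus Transcreener GDP mix added; fluorescence polarization (620/688 nm) read before and after 90 min at 30 °C.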
TrxR1 substrate – is turned over as a substrate by rat TrxR1; Potency, µM (series often up to 114 µM), for the others: at the top dose activity change, negative = substrate turnover; AID 588456; purified TrxR1 substrate turnover, NADPH consumption readout; O89049; 390,000 tested, 0.01% active; note: % is set by controls: 0 for no effect and ±100 for the full control effect; nearly all actives have a fitted effect of over 50% in size
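Rat TrxR1, dispensed at 90 nM, was prereduced with 400 uM NADPH (final) for 5 min at ~22 deg C, then incubated with compound 15 min before 400 uM selenite. A first-read NADPH fluorescence drop versus no-compound background flagged substrates.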
IDH1 R132H inh – inhibitors of human mutant IDH1 R132H; O75874; IDH1-R132H enzyme, NADPH consumption, diaphorase/resazurin fluorescence; Potency, µM (series often up to 76.6 µM), without a hit: at the top dose activity change, negative = inhibition, usual class: inhibitors; 390,000 tested, 0.093% active; note: % is set by controls: 0 for no effect and ±100 for the full control effect; nearly all actives have a fitted effect of over 65% in size
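IDH1-R132H (0.5 ug/mL) preincubated 30 min with compound, then NADPH (0.016 mM) and alpha-KG (2 mM) added; 80 min at RT, pH 7.5. Remaining NADPH coupled via diaphorase/resazurin to fluorescence (540/590 nm); concentration-response curves normalized to no-enzyme control.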
Active calls of the source: *; u = inconclusive; x = not tested or not shown; & = joins results of further samples; [ ] = remark or other dose. Calls come from the whole dose curve; as a rule, active = well fitted curve in the direction sought with a large enough effect; inconclusive = small, poorly fitted or top-dose-only effect, or another doubt; inactive = no such curve, though single readings can be large; an effect the other way counts as inactive or inconclusive. Potency is the fitted concentration of half-maximal effect. This is a subset; rates above refer to the full screens.

SMILES	rTrxR1 inhibitor	Vif-APOBEC3F blk	USP1 inh	Vif-APOBEC3G blk	RXFP1 ag	ALOX12 inh	RGS4 inh	TrxR1 substrate	IDH1 R132H inh
COc1cc(/C=C(\NC(C)=O)C(=O)Nc2ccc(NC(C)=O)cc2)ccc1OC(C)=O	4%[57.1 µM]	-6%	-6%	2%	0.7%	-9%	-23%	-18%[57.1 µM]	5%
Nc1cc2c(cc1Cl)-c1ccccc1C2	7%[11.4 µM]	11%	-12%	0%	x	-9%	-35%	2%[11.4 µM]	6%
Cc1nc2ccccn2c1C(=O)NNS(=O)(=O)c1ccc(C(C)(C)C)cc1	13%	0%	-15%	3%	3.4%	-11%	-16%	1%	1%
CCOC(=O)C1(C)/C(=N/Nc2ccccc2OC)C(=O)C(=O)N1c1ccccc1 (stereo not given)	-14%[57.1 µM]	15%	-16%	2%	-1.9%	u	-52%	-3%[57.1 µM]	12%
CCCSc1nnc(CN2CCOCC2)n1C	-5%	4%	1%	1%	3.0%	u	3%	1%	-3%
COc1cccc(CNc2nnnn2C)c1OC	7%[57.1 µM]	11%	-25%	2%	1.6%	35%[activator]	-22%	-6%[57.1 µM]	-2%
CCCCSCCCNC(=O)CN1C(=O)c2cccnc2Oc2ccc(Cl)cc21	12%	5%	-5%	-1%	1.7%	-25%	-9%	1%	-8%
COc1ccccc1/C=C(/CC(=O)NCc1ccc(F)cc1)c1nc2ccccc2s1	-1%	3%	-16%	1%	0.6%	-30%	-17%	5%	1%
COC(=O)[C@]1(C)N[C@H](c2ccc(-c3ccc(OC)cc3)cc2)[C@@H]2C(=O)N(C)C(=O)[C@@H]21	7%	5%	18%	-1%	x	1%	12%	13%	0%
COc1cccc(C2Cc3ccccc3C(=O)O2)c1 (stereo not given)	7%	5%	-19%	-7%	1.6%	-10%	21%	1%	3%
Cc1cc(C(=O)COC(=O)Cn2cnc3c2c(=O)n(C)c(=O)n3C)c(C)n1C	-15%	-3%	-10%	1%	u	u	0%	-6%	-2%
CCOc1cc(CNCc2cccs2)ccc1OCC(=O)NC(C)(C)C	-4%	2%	-13%	1%	0.2%	-18%	4%	-6%	-2%

Single records, as listed above. Order of values: rTrxR1 inhibitor | Vif-APOBEC3F blk | USP1 inh | Vif-APOBEC3G blk | RXFP1 ag | ALOX12 inh | RGS4 inh | TrxR1 substrate | IDH1 R132H inh
CCOC(=O)C1(C)/C(=N/Nc2ccccc2OC)C(=O)C(=O)N1c1ccccc1 (stereo not given) is entered as -14%[57.1 µM] | 15% | -16% | 2% | -1.9% | u | -52% | -3%[57.1 µM] | 12%
CCCSc1nnc(CN2CCOCC2)n1C is entered as -5% | 4% | 1% | 1% | 3.0% | u | 3% | 1% | -3%
CCOc1cc(CNCc2cccs2)ccc1OCC(=O)NC(C)(C)C is entered as -4% | 2% | -13% | 1% | 0.2% | -18% | 4% | -6% | -2%
Cc1cc(C(=O)COC(=O)Cn2cnc3c2c(=O)n(C)c(=O)n3C)c(C)n1C is entered as -15% | -3% | -10% | 1% | u | u | 0% | -6% | -2%

(cont.)
SMILES	rTrxR1 inhibitor	Vif-APOBEC3F blk	USP1 inh	Vif-APOBEC3G blk	RXFP1 ag	ALOX12 inh	RGS4 inh	TrxR1 substrate	IDH1 R132H inh
COc1ccc(CN(C(=O)c2cc(=O)c3ccccc3o2)C2CCS(=O)(=O)C2)cc1OC (stereo not given)	4%&12%	4%&1%	u	9%&-4%	1.9%&5.0%	3%&-2%&-19%	29%&-8%	1%&1%	6%&0%
Fc1ccc(NCc2nnc(SCc3nnc(-c4ccccc4)o3)n2CC2CCCO2)cc1 (stereo not given)	6%	-4%	-14%	0%	1.0%	0%	-30%[56.9 µM]	-6%	9%
Cc1ccc(/C(O)=C2\C(=O)C(=O)N(CC(C)O)C2c2cccc(F)c2)cc1 (stereo not given)	-17%	2%	2%	0%	15%	18µM*	-12%	-17%	7%
CCOC(=O)N1CCN(C(=O)COc2ccc3c(c2)C(=O)CC(C)(C)O3)CC1	47%[activator]	4%	-23%	-4%	6.0%	21%	16%	103%[activator]	2%
COc1ccc(C(=O)N2CCC(C(=O)Nc3ccc(OC)cc3OC)CC2)cc1	17%	3%	-7%	3%	-1.6%	4%	17%	3%	u
O=C(COC(=O)C12CC3CC(CC(C3)C1)C2)Nc1ncc(Cl)cc1Cl	1%	-16%	-22%	-1%	3.0%	u	25%	-10%	0%
O=C(NCc1ccco1)[C@@H]1CSC2c3ccccc3C(=O)N21 (stereo not given in full)	u	0%	-16%	-3%	0.2%	-1%	-40%	0%	3%
CCOC(=O)C1CCN(C(=O)CCS(=O)(=O)c2ccc3c(c2)CCN3C(C)=O)CC1	-14%	-2%	-2%	4%	-0.3%	-5%	11%[56.9 µM]	-10%	9%
S=C(NCc1ccccc1)Nc1cccc2ccccc12	-15%	-5%	-8%	1%	1.5%	45µM*	-9%	5%	-5%
CCSc1nc2sc3c(c2c(=O)n1CC)CCC3	7%[2.29 µM]	-15%	1%	-4%	1.1%	u	-15%	-4%	0%
Cc1ccc(C)c(Cn2nnc3c(=O)[nH]c(C4CCCN(C(=O)c5cccs5)C4)nc32)c1 (stereo not given)	14%	-14%	0%	-9%	-0.3%	9%	14%	0%	-4%
COc1ccc(NS(=O)(=O)c2ccc3[nH]c4c(c3c2)CCCC4)c(OC)c1	5%	1%	1%	0%	5.2%	-10%	-19%	-2%	0%
O=C(NC(=S)NCc1ccccc1)c1cccc([N+](=O)[O-])c1	3%	u	-7%	-8%	0.7%	u	-6%	-4%	-4%
O=C(NCCc1ccccc1F)C1CCCN(c2nc3ccccc3s2)C1 (stereo not given)	-6%[57.1 µM]	-18%	-9%	-5%	-5.3%	-2%	-6%	-3%[57.1 µM]	-4%
Nc1nc(SCC(=O)Nc2ccc(Br)cc2F)n[nH]1	2%[57.1 µM]	8%	-7%	2%	0.3%	154%[activator]	8%[11.4 µM]	-13%	-1%
Cc1ccc(C(C(=O)NC2CCCCC2)N(CC2CCCO2)C(=O)CNC(=O)c2cccs2)cc1 (stereo not given)	2%[57.1 µM]	-2%	4%	3%	-1.7%	16%	-22%	2%[57.1 µM]	6%
COC(=O)c1ccc(N=c2sc(C(=O)OC)cc(=O)n2C)cc1	1%[57.1 µM]	0%	-21%	-1%	-2.6%	0%[57.4 µM]	-6%	-1%[57.1 µM]	-8%
CC(NS(=O)(=O)c1ccc(OCC(=O)NCc2ccccn2)cc1)c1ccccc1 (stereo not given)	4%	5%	-10%	-3%	-1.0%	-17%	10%	2%	0%
CCOC(=O)c1c(C)n(-c2ccccc2)c2ccc(OC(=O)c3cc(OC)cc(OC)c3)cc12	20%	2%	-19%	1%	1.1%	-17%	3%	4%	-11%
O=C(NCCOCCOCCNC(=O)c1cccnc1)c1cccnc1	12%	-3%	-9%	0%	-0.3%	-28%	9%	6%	7%
Cc1cccc(-c2nc(CSc3nncn4c3cc3sccc34)c(C)o2)c1	15%	2%	-6%	-4%	5.0%	-12%	5%	2%	-8%
CN(C)S(=O)(=O)n1cc(/C=C(\NC(=O)c2ccccc2Cl)C(=O)N2CCCC2)c2ccccc21	10%	2%	-25%	-3%	-1.4%	-3%	-13%	3%	-10%
CC(C)(C)NC(=O)COc1coc(CN2CCN(Cc3ccccc3)CC2)cc1=O	22%	10%	-7%	1%	0.4%	2%	21%	11%	-4%
COc1ccc(C(=O)NC(=S)Nc2ccccc2N2CCN(S(C)(=O)=O)CC2)cc1OC	-11%	7%	-18%	4%	2.9%	u	-31%	-1%[57.1 µM]	0%
COc1ccc(-c2cc(=O)oc3cc(OCC(=O)Nc4ccc(CCO)cc4)ccc23)cc1	-3%	0%	-4%	1%	6.1%	-8%	33%[11.4 µM]	-5%	-5%
O=C(CN1C(=O)NC2(CCOc3ccccc32)C1=O)Nc1ccc(Br)cc1F (stereo not given)	29%	-5%	-24%	-3%	-2.5%	-20%	10%	2%	7%
CCOC(=O)c1cc(-c2ccc(C)cc2)n(CCCC(=O)Nc2cc(C)ccc2C)c1	3%[57.1 µM]	-13%	u	-8%	-2.1%	u	-4%	-6%[57.1 µM]	-12%
O=C(NC1CCCCC1)N1CCCc2ccccc21	3%	-14%	-24%	-4%	0.6%	14%	-1%	-4%	2%
COc1ccc(NC(=O)CCN2CCC(C)CC2)cc1	-6%[57.1 µM]	-7%	-6%	1%	-0.3%	-16%	-51%	-5%[57.1 µM]	-4%
CC(=O)Nc1ccc(NC(=O)CSc2nnnn2-c2ccccc2F)cc1	20%	4%	-15%	-1%	-3.5%	-24%	16%	5%	0%
O=C(NCCCN1CCCC1=O)c1cccc(S(=O)(=O)N2CCCCC2)c1	20%	-3%	-20%	-4%	4.0%	326%[activator]	19%	1%	-4%
COc1ccc(CCC(=O)NCc2ccc3c(c2)CCN3C(=O)c2ccc(F)cc2)cc1	11%[57.1 µM]	7%	-4%	-1%	-1.1%	1%	20%	-3%[57.1 µM]	-28%
COc1ccccc1NS(=O)(=O)c1cc(C)ccc1C	-12%[57.1 µM]	3%	2%	0%	-1.0%	-24%	-3%	-7%	1%
COc1ccccc1OCCn1c(=O)oc2ccc(C)cc21	28%[57.1 µM]	-2%	1%	-6%	-0.3%	2%	4%	8%[57.1 µM]	5%

Compound activity deposited in PubChem BioAssay by National Center for Advancing Translational Sciences (NCATS).
